Source: PubChem BioAssay (National Center for Advancing Translational Sciences (NCATS))
LDHA block – qHTS assay for inhibitors of human lactate dehydrogenase; L-lactate dehydrogenase A chain (Homo sapiens), P00338; activity change, % (values are at about 110 or 230 µM); AID 1347041, 2019; purified LDHA, NADH/diaphorase-resazurin fluorescence; stronger effect = lower value; 0.15% of 480,000 active; in the data active = activity change below about -30%; inconclusive = mostly about -25% to -30%;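 also: plate controls were DMSO wells for no effect and wells without enzyme for full effect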
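LDH5 2 nM; NADH 0.06 mM, pyruvate 0.2 mM; 200 mM Tris pH 7.4, EDTA, Tween-20; 5 min RT. Detection: diaphorase 0.133 mg/mL + resazurin 37 µM, fluorescence ex540/em590 at 0 and 20 min; normalized to enzyme-free and DMSO wells.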
POLB inh – qHTS Assay for Inhibitors of DNA Polymerase Beta; P06746; Pol beta primer extension/strand displacement, fluorescence kinetic; Potency, µM (top dose mostly 114 µM), without a hit: top-dose activity change, negative = inhibition, actives largely listed as inhibitors; 1.3% of 340,000 active; AID 485314, 2010; also: potency is read from the fitted curve at half-maximal effect; % is scaled to controls: 0 for no effect and ±100 for the full control effect
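Kinetic readout of DNA synthesis with strand displacement by Pol beta. Compound and 10 nM enzyme sit 15 min at room temperature; 50 nM substrate starts the reaction, read immediately and at 10 min.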
Anesthetic bind – qHTS Assay for Identification of Novel General Anesthetics; Ferritin light chain (Equus caballus), P02791; apoferritin/1-aminoanthracene competitive binding, fluorescence; Potency, µM (doses to about 77.5 µM), inactives show top-dose activity change, negative = displacement, hits mostly inhibitors; 0.074% of 350,000 active; also: potency is read from the fitted curve at half-maximal effect; % is scaled to controls: 0 for no effect and ±100 for the full control effect; nearly all actives have a fitted effect of over 20% in size
Target sequence (P02791 2-175 limits assumed): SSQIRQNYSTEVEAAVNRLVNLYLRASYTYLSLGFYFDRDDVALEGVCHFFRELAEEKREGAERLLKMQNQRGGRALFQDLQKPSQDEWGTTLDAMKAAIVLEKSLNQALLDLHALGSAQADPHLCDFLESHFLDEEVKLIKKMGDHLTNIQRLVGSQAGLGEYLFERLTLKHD
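Steps: apoferritin (10 uM) was premixed with half-saturated 1-AMA in PBS, compounds were pin-transferred, plates stood 10 min at room temperature, fluorescence was read at 380/535 nm, and curves were fitted with a Hill equation.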
POLI inh – qHTS for Inhibitors of Polymerase Iota; Pol iota fluorescent replication assay, 10 min; Potency, µM (doses to about 115 µM), for inactives: top-dose activity, negative = inhibition, most hits filed as inhibitors; AID 588590, 2011; DNA polymerase iota (Homo sapiens), Q9UNA4; 1% of 390,000 active; also: potency is read from the fitted curve at half-maximal effect
Target sequence (Q9UNA4 whole entry, looked up): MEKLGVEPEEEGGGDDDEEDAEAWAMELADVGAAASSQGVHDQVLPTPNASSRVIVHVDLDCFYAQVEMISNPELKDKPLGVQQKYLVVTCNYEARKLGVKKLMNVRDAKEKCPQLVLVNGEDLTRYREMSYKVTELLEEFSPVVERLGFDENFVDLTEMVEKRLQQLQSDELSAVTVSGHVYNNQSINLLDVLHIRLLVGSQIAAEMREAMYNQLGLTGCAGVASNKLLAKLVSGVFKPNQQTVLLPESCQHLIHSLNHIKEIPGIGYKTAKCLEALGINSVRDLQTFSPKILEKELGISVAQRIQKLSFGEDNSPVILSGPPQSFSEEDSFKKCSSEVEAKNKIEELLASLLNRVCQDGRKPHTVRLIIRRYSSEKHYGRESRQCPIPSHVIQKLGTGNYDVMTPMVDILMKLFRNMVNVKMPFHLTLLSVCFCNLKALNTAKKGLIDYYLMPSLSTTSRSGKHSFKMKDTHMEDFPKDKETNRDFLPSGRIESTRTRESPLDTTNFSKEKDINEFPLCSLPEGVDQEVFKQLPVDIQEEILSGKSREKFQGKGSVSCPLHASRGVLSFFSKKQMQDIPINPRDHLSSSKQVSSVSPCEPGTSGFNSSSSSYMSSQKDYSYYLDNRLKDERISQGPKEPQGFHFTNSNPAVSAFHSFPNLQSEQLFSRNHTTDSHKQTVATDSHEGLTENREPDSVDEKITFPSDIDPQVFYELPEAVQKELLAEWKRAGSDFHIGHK
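Pol iota at 10 nM preincubated 15 min with compounds at room temperature; reaction started with fluorescent substrate, 50 nM final. Fluorescence read kinetically at 0 and 10 min; buffer-only wells as negative control.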
GRP78 ERSR act – qHTS for Inducers of the Endoplasmic Reticulum Stress Response (ERSR) in Human Glioma: qHTS. U87-MG GRP78 promoter luciferase reporter, 16 h. 0.02% of 420,000 active. Potency, µM, for the others: at the highest dose activation, most hits filed as activators; also: potency is read from the fitted curve at half-maximal effect; series mostly up to about 76 µM; % of control where 0% means no effect; nearly all actives have a fitted effect of over 35% in size
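Stably transfected U87-MG human glioma cells carrying a GRP78-based luminescent sensor were seeded at 1000 cells/well, pin-dosed with compounds and incubated 16 h. Luciferase reagent was then added, and end-point luminescence was read after 10 min at room temperature.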
Pol kappa inh – qHTS for Inhibitors of Polymerase Kappa. 0.53% of 400,000 active. purified Pol kappa, fluorescent DNA synthesis assay, 10 min. AID 588579, 2011. Potency, µM (series often up to 107 µM), inactives show at the top dose activity, negative = inhibition, most hits filed as inhibitors; also: potency is read from the fitted curve at half-maximal effect; % is scaled to controls: 0 for no effect and ±100 for the full control effect
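Readout: fluorescence, taken kinetically at 0 and 10 min. Conditions: 10 nM Pol kappa, 15 min RT compound preincubation, 50 nM substrate final. Controls: enzyme-free buffer wells.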
BLM helicase inh – qHTS Assay for Inhibitors of Bloom's syndrome helicase (BLM); AID 2528, 2010; 0.2% of 350,000 active; Potency, µM (highest dose often 56.1 µM), inactives show at the highest dose activity change, negative = inhibition, hits mostly inhibitors; recombinant BLM DNA unwinding, fluorescence dequenching;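 also: potency is read from the fitted curve at half-maximal effect; plate controls were vehicle for no effect and no enzyme for full effect; nearly all actives have a fitted effect of over 35% in size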
Pol eta inh – qHTS for Inhibitors of Polymerase Eta. 1.2% of 390,000 active. Potency, µM (top dose mostly 114 µM), inactives show top-dose activity change, negative = inhibition, usual class: inhibitors. AID 588591, 2011. DNA polymerase eta (Homo sapiens), Q9Y253. recombinant Pol eta, fluorescent DNA replication assay; also: potency is read from the fitted curve at half-maximal effect; % is scaled to controls: 0 for no effect and ±100 for the full control effect
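Fluorescent replication assay: 50 nM final substrate added after a 15 min room-temperature compound preincubation with 10 nM enzyme. Signal taken at 0 min and again at 10 min.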
APEX1 inh – qHTS Assay for Inhibitors of the Human Apurinic/apyrimidinic Endonuclease 1 (APE1). recombinant APE1, TAMRA/BHQ-2 abasic DNA cleavage fluorescence. Potency, µM (doses to about 65.8 µM), inactives show top-dose activity change, negative = inhibition, actives largely listed as inhibitors. 0.35% of 350,000 active. AID 2517, 2012;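 also: potency is read from the fitted curve at half-maximal effect; plate controls were vehicle for no effect and reference inhibitor for full effect; nearly all actives have a fitted effect of over 55% in size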
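Measures dequenching upon AP-site incision of a 5'-TAMRA/3'-BHQ-2 THF-containing duplex, 50 nM; human APE1 0.75 nM after 15 min room-temperature exposure to compound; kinetic three-point read at one-minute spacing.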
Numbers without * were called inactive; u = inconclusive; x = no result given; & = joins results of further samples; [ ] = dose if it differs, or a comment. Unless noted, calls follow the shape of the dose curve; as a rule, active = well fitted curve in the direction sought with a large enough effect; inconclusive = small, poorly fitted or top-dose-only effect, or another doubt; inactive = no such curve, though single readings can be large; an effect the other way counts as inactive or inconclusive.

| SMILES | LDHA block | POLB inh | Anesthetic bind | POLI inh | GRP78 ERSR act | Pol kappa inh | BLM helicase inh | Pol eta inh | APEX1 inh |
| --- | --- | --- | --- | --- | --- | --- | --- | --- | --- |
| CC(C)(C)NC(=O)CSc1nccn1Cc1ccccc1 | -2 | 25% | -18% | -3% | -4% | -11% | 3% | -14% | -2% |
| CCN1CCc2c(sc(-n3cccc3)c2C(C)NC(=O)Nc2ccc(Br)cc2)C1 (centres undefined) | 2 | -14% | -9% | 17% | 2% | -5% | -3% | -16% | x |
| COc1cccc(N(CC(=O)Nc2cccnc2)S(C)(=O)=O)c1 | 0 | 2% | -1% | 16% | -2% | -10% | 0% | -14% | -1% |
| COc1ccc(C/C(C)=N/NC(=S)Nc2ccc(C(C)C)cc2)cc1 | -2 | 31% | -4% | 13% | 2% | 0% | 2% | -23% | 1% |
| CN(C)S(=O)(=O)c1ccc(NC(=O)c2ccccn2)cc1 | 1 | -21% | -8% | -15% | -11% | 0% | -1% | -12% | -2% |
| OC1OC[C@H](O)[C@@H](O)[C@H]1O (some centres undefined) | x | x | 0% | x | -9% | 14%[60.1 µM] | 0% | x | -2% |
| O=C(COC(=O)c1cccnc1Cl)Nc1ccc2c(c1)OCO2 | 1 | -1% | -1% | -9% | -1% | 7% | -2% | -5% | -5% |
| Cc1c(C(=O)NC(c2ccccn2)C(F)(F)F)oc2c(F)cccc12 (centres undefined) | -24 | 10% | -7% | 17% | -1% | -7% | -3% | -1% | 4% |
| COc1cccc2cc(C(=O)C3=C(O)C(=O)N(Cc4ccco4)C3c3cccnc3)oc12 (centres undefined) | 2 | -1% | -13% | 4% | -2% | -12% | -5% | 3.5µM* | -2% |
| O=C(c1cccc(Cl)c1)c1nn(-c2ccccc2)c(=O)cc1C(F)(F)F | 2 | 11% | u | -2% | -5% | 2% | -10% | -13% | -9% |
| CC(C)Oc1cccc(C(=O)C2CCCN(S(=O)(=O)C(C)C)C2)c1 (centres undefined) | -6 | 10% | u | 160%[activator] | 5% | -3% | 0% | -23% | 5% |
| COc1cc(CCC(=O)OCC(=O)Nc2ccc(Br)cc2F)cc(OC)c1OC | 0 | -8% | -8% | 2% | -4% | 5% | -3% | -17% | -3% |
| CCOc1ccc(S(=O)(=O)N(C)CC(=O)NCc2ccco2)cc1 | -4 | 13% | -9% | -2% | -5% | 5% | 0% | -8% | 57%[activator][12.4 µM] |
| CCCCNC(=O)c1cc2c(=O)n3cccc(C)c3nc2n(Cc2ccccc2)c1=N | 4 | 28% | -10% | 17% | -3% | -3% | 3% | 6% | -1% |
| CCOC(=O)CCSc1nc(C)c2cc(C)c(C)cc2n1 | 0 | -17% | -1% | -1% | -3% | -9% | -2% | -21% | 1% |
| COC(=O)c1cc2sccc2n1CC(=O)Nc1cc(OC)cc(OC)c1 | -15 | -9% | -16% | -14% | 2% | -6%[60.1 µM] | 2% | 2% | -2% |
| CCOC(=O)Cc1nnc(NC(=O)COc2ccc(F)cc2)s1 | -2 | -9% | -8% | -3% | -4% | -38% | -1% | -11% | -2% |
| CCn1c(-c2ccc([N+](=O)[O-])cc2)n[nH]c1=S | -9 | 6% | -15% | 2% | -1% | -9% | 1% | 6% | 1% |
| COC(=O)c1ccccc1NC(=O)c1ccc(-c2nc(CSc3ccc(C)cc3)c(C)o2)cc1 | 2 | 23% | -4% | -2% | -3% | 10% | -2% | -6% | x |
| CCOC(=O)NCCc1c(C)nc2c(c(C)nn2C(C)(C)C)c1C | -3 | 4% | u | 2% | -3% | -11% | -6% | 0% | 2% |
| O=C(CCn1c(=S)[nH]c2cc3c(cc2c1=O)OCO3)NCc1ccccc1Cl | -1 | 22% | -3% | 19% | -2% | 17% | 1% | -7% | 12% |
| N/C(=N\N=C\c1cccs1)SC1CC(=O)N(c2cccc([N+](=O)[O-])c2)C1=O (centres undefined) | -2 | 10% | -6% | 87%[activator] | -3% | -13% | 3% | -6% | 2% |
| COc1ccccc1N1CCN(C2=CC(=O)CCC2)CC1 | 3 | 27% | -12% | 11% | -3% | u | 1% | -8% | -4% |
| CN(C)S(=O)(=O)c1cccc(NC(=O)CN2C(=O)NC(CCc3ccccc3)C2=O)c1 (centres undefined) | -2 | 11% | u | 18% | -1% | 3% | -1% | -8% | -2% |
| Cc1ccc(S(=O)(=O)C(C#N)c2nc3ccccc3nc2OCCO)cc1 (centres undefined) | -11 | 40%[activator] | -5% | -3% | -5% | -16% | 1% | 3% | 22% |
| COC(=O)C1=C(C)N(Cc2ccccc2)C(=S)N[C@H]1c1ccc(Br)cc1 | 2 | -8% | -21% | 8% | -5% | 2% | -14% | -18% | -1%&-18% |
| Cc1onc(-c2ccccc2)c1NC(=O)N(CCC(=O)O)Cc1ccccc1 | 2 | -21% | 2% | 32%[activator] | -2% | 5% | 0% | -10% | -1% |
| Cc1ccc(C)n1CCN1CCN(C(=O)c2ccc(Cl)cc2)CC1 | -10 | -1% | 1% | -11% | -8% | -4% | 2% | -6% | -3% |
| CCN(C(=O)CCN1C(=O)S/C(=C\c2ccccc2)C1=O)C1CCS(=O)(=O)C1 (centres undefined) | 0 | 6% | -11% | 16% | 6% | 2% | -3% | -11% | 24% |
| CCN(CC)CCN(C(=O)c1ccc(N2C(=O)CCC2=O)cc1)c1nc2cc3c(cc2s1)OCO3 | x | u | -15% | x | x | x | 4% | x | -3% |

Laid out differently: six of the compounds above.
Order of values – LDHA block	POLB inh	Anesthetic bind	POLI inh	GRP78 ERSR act	Pol kappa inh	BLM helicase inh	Pol eta inh	APEX1 inh
CCN1CCc2c(sc(-n3cccc3)c2C(C)NC(=O)Nc2ccc(Br)cc2)C1 (centres undefined)
  2	-14%	-9%	17%	2%	-5%	-3%	-16%	x
Cc1c(C(=O)NC(c2ccccn2)C(F)(F)F)oc2c(F)cccc12 (centres undefined)
  -24	10%	-7%	17%	-1%	-7%	-3%	-1%	4%
COc1cccc2cc(C(=O)C3=C(O)C(=O)N(Cc4ccco4)C3c3cccnc3)oc12 (centres undefined)
  2	-1%	-13%	4%	-2%	-12%	-5%	3.5µM*	-2%
O=C(c1cccc(Cl)c1)c1nn(-c2ccccc2)c(=O)cc1C(F)(F)F
  2	11%	u	-2%	-5%	2%	-10%	-13%	-9%
COC(=O)C1=C(C)N(Cc2ccccc2)C(=S)N[C@H]1c1ccc(Br)cc1
  2	-8%	-21%	8%	-5%	2%	-14%	-18%	-1%&-18%
COc1ccc(C/C(C)=N/NC(=S)Nc2ccc(C(C)C)cc2)cc1
  -2	31%	-4%	13%	2%	0%	2%	-23%	1%

Continued.
| SMILES | LDHA block | POLB inh | Anesthetic bind | POLI inh | GRP78 ERSR act | Pol kappa inh | BLM helicase inh | Pol eta inh | APEX1 inh |
| --- | --- | --- | --- | --- | --- | --- | --- | --- | --- |
| CC(=O)c1cccc(NS(=O)(=O)c2ccc(-c3cnc(C4CC4)o3)cc2)c1 | 0&-10 | 3% | -16% | -1% | -5% | -2% | -1% | -20% | -9% |
| CCOc1ccccc1NS(=O)(=O)c1ccc(OC)c(OC)c1 | 3 | 2% | -12% | 1% | -1% | 0% | 1% | -11% | 1% |
| COc1ccc(NCCc2ccccn2)cc1 | 0 | 3% | -8% | -12% | 2% | -5% | -1% | -5% | 18% |
| O=C(Nc1ccc(C(=O)N2CCCCC2)cc1)Nc1cccc(Cl)c1 | -6 | -9% | -16% | 21% | 4% | -7% | -10% | -24% | 0% |
| COc1ccc(NC(=S)N2C3CCC2CC(NC(=O)NC24CC5CC(CC(C5)C2)C4)C3)c(OC)c1 (centres undefined) | -11 | 4% | -13% | -13% | 0% | -10%[60.1 µM] | -1% | -6% | -1% |
| Cn1nnc2cc(NC(=O)Nc3cccc(C(F)(F)F)c3)ccc21 | -1 | 3% | -4% | 45%[activator] | 1% | 5% | 1% | 7% | 34%[activator] |
| C[C@@H](NC(=O)[C@@H]1Cc2ccccc2CN1)C(=O)NC1CCCCC1 | 1 | 64% | -8% | u | 2% | -3% | -1% | u | 22% |
| Cc1ccc(C)n1-c1ccc(C(=O)NCc2ccncc2)cc1 | -2 | 3% | -3% | -18% | -2% | 3% | -1% | -16% | -7% |
| Cc1ccc(-n2c(-c3ccncc3)n[nH]c2=S)cc1C | -5 | u | -3% | 11% | 2% | -22% | -5% | 1% | -1% |
| COc1ccc(NC(=O)CCc2nc3cccnc3n2-c2ccccc2)cc1Cl | -5 | 0% | -11% | 29% | -2% | -7% | -3% | 3% | x |
| COc1cc(NC(=O)COC(=O)c2nc3nc(C)cc(C)n3n2)cc(OC)c1 | -3 | 21% | -16% | 2%[58.9 µM] | -3% | -13% | 1% | -4% | -1% |
| Cc1ccc2ncccc2c1N | 9 | -15% | -3% | 89%[activator] | -3% | -8% | 4% | 1% | 4% |
| Cc1c(O)nc(SCC(=O)Nc2ccc(Cl)cc2Cl)n(-c2ccc(F)cc2)c1=O | -10 | 2% | -2% | 13% | -1% | 0% | -1% | -8% | x |
| COc1ccc(NC(=S)N2CCC(c3nc4ccccc4[nH]3)CC2)c(OC)c1 | -2 | 18% | 12% | 4% | -3% | -8% | -1% | 11% | -1% |

This is a subset; count on the stated rates, not on these rows.
